Bioassay records as filed in PubChem.
Rab9 promoter act: activates the Rab9 promoter; Potency, µM (titrated, usually from 9.22 µM), inactives show top-dose activation, negative = inhibition, most hits filed as activators; AID 485297; Huh7 Rab9 promoter-luciferase reporter, luminescence, 24 h; actives 2.8% (n = 320,000); note: % of control where 0% means no effect; nearly all actives have a fitted effect of over 60% in size
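Stable Rab9-luc Huh7, 1500 cells/well, 2 h settle; cmpd in DMSO, 24 h, 37 °C/5% CO2; luciferase reagent 10 min RT; luminescence.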
ELG1 genotox: genotoxicity induction in ELG1-luciferase HEK293T cells; HEK293T ELG1-luciferase reporter, luminescence, 16 h; Potency, µM (series often up to 46 µM), inactives show at the highest dose activity change, positive = activation, most hits filed as activators; actives 1.3% (n = 330,000); AID 504466; note: % of control where 0% means no effect; nearly all actives have a fitted effect of over 60% in size
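Cells (2,000/well) expressing the ELG1-luciferase fusion are dosed by pin tool and kept 16 hr at 37 °C, 5% CO2. Signal comes from ONE-Glo luciferase reagent after 30 min at room temperature.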
MLL CXXC-DNA inh: MLL CXXC-DNA interaction inhibition | AID 2662 | MLL-CXXC / FITC-HOXA9 DNA fluorescence polarization | Q03164 | actives 0.037% (n = 290,000) | Potency, µM (titrated, usually from 115 µM), for inactives: top-dose activity change, negative = inhibition, actives largely listed as inhibitors; active = well fitted inhibition curve with a large enough effect in the polarisation, with a control signal flat, not every such curve was filed as active; inconclusive = small, poorly fitted or top-dose-only effect, or effect the other way, or a change in a side signal; inactive = no such curve, though single readings can be large or run the other way; the % refers to the polarisation
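Steps: dispense CXXC domain solution (7 uM) → pin compounds or unlabeled HOX-A9 DNA control → 5 min ambient → add FLSN-HOX-A9 solution (50 nM) → spin → 30 min ambient → fluorescence polarization. Tris pH 7.5/NaCl/DTT/BSA buffer.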
RORgamma inh: blocks mouse ROR gamma transcriptional activity | P51450 | Drosophila S2 Gal4-RORgamma UAS-luciferase reporter, 20 h | Potency, µM (top dose mostly 53.6 µM), for inactives: at the highest dose activity change, negative = inhibition, most hits filed as inhibitors | actives 5.4% (n = 310,000) | AID 2551; note: % is set by controls: 0 for no effect and ±100 for the full control effect; nearly all actives have a fitted effect of over 60% in size
Target sequence (P51450 whole entry, looked up, the tested form may be a part): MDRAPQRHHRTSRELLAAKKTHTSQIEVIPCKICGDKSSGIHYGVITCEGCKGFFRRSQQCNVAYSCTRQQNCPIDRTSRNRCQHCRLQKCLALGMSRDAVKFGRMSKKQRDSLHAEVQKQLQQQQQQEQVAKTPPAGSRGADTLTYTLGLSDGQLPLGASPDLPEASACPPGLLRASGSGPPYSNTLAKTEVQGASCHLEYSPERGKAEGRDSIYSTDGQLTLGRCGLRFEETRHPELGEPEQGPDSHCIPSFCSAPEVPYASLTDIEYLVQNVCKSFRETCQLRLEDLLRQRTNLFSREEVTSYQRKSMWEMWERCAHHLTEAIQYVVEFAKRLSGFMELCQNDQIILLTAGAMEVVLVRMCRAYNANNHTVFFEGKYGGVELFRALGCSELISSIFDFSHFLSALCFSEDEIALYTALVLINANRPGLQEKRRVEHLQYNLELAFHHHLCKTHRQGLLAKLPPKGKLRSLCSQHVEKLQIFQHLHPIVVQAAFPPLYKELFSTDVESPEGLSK
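Using a luciferase readout, inhibitors were identified by reduced reporter activity in Drosophila cells coexpressing a copper-inducible Gal4–ROR gamma fusion and UAS-driven Photinus luciferase, incubated 20 hr after 700 uM copper sulfate.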
p53 reactivation: re-activators of mutant p53; H1299 p53-A138V BP100-luciferase reporter, luminescence, 24 h; Potency, µM (doses to about 92.2 µM), for inactives: at the top dose activity change, positive = activation, hits mostly activators; actives 0.063% (n = 320,000); AID 504706; note: % of control where 0% means no effect; nearly all actives have a fitted effect of over 45% in size
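p53-null H1299 cells stably carrying temperature-sensitive p53-A138V and a BP100-luciferase reporter were pinned with compounds (4-point, 1:5 series) and held 24 hrs at 37 deg C. Luminescence was read 10 min after detection reagent.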
BRCA1 expr up: BRCA1 expression activation; MCF7-BRCA1-FFLuc reporter, luminescence, 48 h; response scale: scaled: vehicle 0%, 10 µM genistein 100%; Potency, µM (titrated, usually from 46.1 µM), for the others: at the highest dose activation, most hits filed as activators; actives 1.1% (n = 380,000); AID 624202; note: nearly all actives have a fitted effect of over 80% in size; some results filed as inactive show a strong effect at the top dose
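Quantitative HTS in MCF7 cells stably reporting BRCA1 expression via firefly luciferase. Compound treatment lasts 48 h at 37 °C in phenol-red free MEM. Activation is expressed relative to genistein at 10 microM and DMSO.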
MBNL1-CUG inh: blocks human MBNL1 binding to CUG repeat RNA | Q9NR56 | actives 0.036% (n = 280,000) | TR-FRET MBNL1-His/biotin-(CUG)12 binding, 665/545 ratio | Potency, µM (doses to about 57.5 µM), without a hit: at the highest dose activity change, negative = inhibition, hits mostly inhibitors; active = well fitted inhibition curve with a large enough effect in the signal ratio, with a control signal flat, not every such curve was filed as active; inconclusive = small, poorly fitted or top-dose-only effect, or effect the other way, or a change in a side signal; inactive = no such curve, though single readings can be large or run the other way; the % refers to the signal ratio; note: % is set by controls: 0 for no effect and ±100 for the full control effect
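Ratiometric TR-FRET (665 over 545 nm, excitation 340 nm) tracks disruption of MBNL1-His/biotin-(CUG)12 complex after 60 min at room temperature, with compounds at 92 nM to 58 uM final.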
uPA surface inh: blocks generation of uPA at the cell surface | Potency, µM (titrated, usually from 38.3 µM), for inactives: at the highest dose activity change, negative = inhibition, usual class: inhibitors | actives 0.31% (n = 330,000) | cell surface uPA generation assay, qHTS | AID 540303; active = well fitted inhibition curve with a large enough effect; inconclusive = small, poorly fitted or top-dose-only effect; inactive = no such curve, though single readings can be large or run the other way; tested in mouse RAW 264.7 cells; note: % is set by controls: 0 for no effect and ±100 for the full control effect; nearly all actives have a fitted effect of over 55% in size
VP16 counter: counter-screen for ROR gamma inhibitors: Gal4-VP16 reporter | Drosophila S2 Gal4-VP16 UAS-luciferase, luminescence, 20 h | Potency, µM (series often up to 53.6 µM), inactives show at the top dose activity, negative = inhibition, actives largely listed as inhibitors | actives 3.5% (n = 310,000) | AID 2546;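 note: Gal4-VP16 expression switched on by copper sulfate through the metallothionein promoter; % is set by controls: 0 for no effect and ±100 for the full control effect; nearly all actives have a fitted effect of over 50% in size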
FLuc counter: inhibits or activates purified firefly luciferase, miR-21 counter-screen; actives 6.9% (n = 360,000); Potency, µM (doses to about 57.5 µM), for inactives: at the highest dose activity change, negative = inhibition, usual class: inhibitors; purified FLuc, Km substrates, luminescence inhibition; P08659;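 note: plate controls were vehicle for no effect and reference inhibitor for full effect; nearly all actives have a fitted effect of over 55% in size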
Target sequence (P08659 whole entry, looked up): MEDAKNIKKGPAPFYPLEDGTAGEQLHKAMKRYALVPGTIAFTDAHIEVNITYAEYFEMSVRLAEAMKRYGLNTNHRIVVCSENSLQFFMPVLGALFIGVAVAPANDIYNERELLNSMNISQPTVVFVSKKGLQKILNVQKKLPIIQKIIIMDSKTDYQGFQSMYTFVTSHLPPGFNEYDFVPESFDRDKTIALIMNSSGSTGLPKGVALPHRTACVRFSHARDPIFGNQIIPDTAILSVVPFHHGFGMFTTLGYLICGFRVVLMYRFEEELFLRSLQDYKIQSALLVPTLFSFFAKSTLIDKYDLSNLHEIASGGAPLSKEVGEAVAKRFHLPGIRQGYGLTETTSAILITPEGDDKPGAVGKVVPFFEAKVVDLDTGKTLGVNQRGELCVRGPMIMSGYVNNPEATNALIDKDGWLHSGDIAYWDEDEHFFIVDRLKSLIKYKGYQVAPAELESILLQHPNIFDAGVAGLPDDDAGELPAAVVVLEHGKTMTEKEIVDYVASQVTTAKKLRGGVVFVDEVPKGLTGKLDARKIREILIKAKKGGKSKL
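Purified P. pyralis luciferase (10nM final) with 10uM D-luciferin and 10uM ATP (Km levels) in 50mM Tris acetate pH 7.5, 10mM Mg acetate, 0.01% Tween-20, 0.05% BSA; qHTS 6-point titration, ~60 µM downward; luminescence read.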
NPC1 prom act: activates the NPC1 promoter | Huh7 NPC1 promoter luciferase reporter, 24 h | Potency, µM (doses to about 9.22 µM), for the others: top-dose activation, actives largely listed as activators | actives 2.4% (n = 320,000) | AID 485313;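 note: % of control where 0% means no effect; nearly all actives have a fitted effect of over 60% in size; reporter is driven by a mutant NPC1 promoter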
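Huh7 cells stably carrying NPC1 promoter–luciferase, plated in Opti-MEM with 10% FBS for 2 h, were exposed to compound in DMSO for 24 h at 37 °C; luciferase reagent was added for 10 min and luminescence read.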
Starred values were filed as active, the others as inactive; ? = inconclusive; nt = not tested or not shown; & = joins results of further samples; [ ] = another dose, or the depositor's remark. Unless noted, calls come from the whole dose curve; as a rule, active = well fitted curve in the direction sought with a large enough effect; inconclusive = small, poorly fitted or top-dose-only effect, or another doubt; inactive = no such curve, though single readings can be large; an effect the other way counts as inactive or inconclusive. Potency is the fitted concentration of half-maximal effect. A portion of the library; count on the stated rates, not on these rows.

SMILES,Rab9 promoter act,ELG1 genotox,MLL CXXC-DNA inh,RORgamma inh,p53 reactivation,BRCA1 expr up,MBNL1-CUG inh,uPA surface inh,VP16 counter,FLuc counter,NPC1 prom act
Cc1onc(-c2c(F)cccc2Cl)c1C(=O)OCC(=O)c1c(N)n(C)c(=O)n(C)c1=O,1%,10%,-2%,35%,-4%,-40%,-13%,2%,-9%,3%,3%
CCCS(=O)(=O)N1CCN(Cc2ccncc2)CC1,4%,0%,-2%,-17%,0%,24%,4%,3%,-8%,-1%[2.3 µM],-1%
O=C(COC(=O)c1ccc(NS(=O)(=O)c2cccs2)cc1O)NCc1ccccc1,-23%,4%,2%,?,-2%,-78%,-11%,-10%,-9%,?,-28%
Cc1ccc(/C=N/NC(=O)c2ccc(NC(=O)c3ccc(Cl)cc3)cc2)o1,1%,4%,4%,9%,14%,3%,-2%,13%,-5%,-1%,0%
COC(=O)c1c(C)[nH]c(C(=O)COC(=O)Cc2ccc3c(c2)OCCO3)c1C,-4%,4%,-3%,0%,-1%,0%,1%,2%,-1%,-17%,8%
O=C(C1CCN(Cc2ccccc2O)CC1)N1CCN(Cc2ccc3c(c2)OCO3)CC1,8%,-9%,-4%,2%,?,-36%,-2%,-12%,-7%,0%,-8%
Cc1cc(OCC(=O)NC(C)C)cc(C)c1Br,1%,0%,2%,-12%,10%,-14%,23%[11.5 µM],0%,-10%,3%,-2%
Cc1ccc(NS(=O)(=O)c2ccc(C)c(NC(=O)COc3ccccc3)c2)c(C)c1,-4%,-5%,7%,16%,7%,-33%,?,10%,-2%,-10%,-4%
CC(C)CCNC(=O)C(C)N(Cc1ccc(F)cc1)C(=O)c1ccc(CN2CCCCC2)o1 (configuration not stated),-4%,0%,-1%,-6%,25%,-20%,-1%,nt,-3%,-1%,2%
Cc1ccc(C(=O)c2cc([N+](=O)[O-])ccc2N2CCCCC2)c(C)c1,-33%[inhibitor],14%,4%,-15%[10 µM],13%,-81%,nt,-10%,-7%,0%,-20%
CCN(CC)C(=O)CSc1ncnc2sccc12,17%,5%,5%,-4%,11%,18%,nt,4%,?,2%,5%
COc1cc(C(=O)Nc2ccc(C)cc2)c2ccccc2n1,-28%,13%,-9%,-18%,19%,-60%,2%,-16%,-7%,-9%,-22%
CCc1c(C)sc(NC(=O)OC)c1C(N)=O,10%,2%,-7%,8%,-15%,10%,4%,nt,4%,1%,-1%
CCCOc1ccc(C(=O)NC(=S)Nc2nc3ccccc3s2)cc1,30%,0%,3%,0.79µM*,7%,-16%,-7%,3%,?,-15%,?
Cc1ccccc1NC(=O)CCN1CCN(C/C=C/c2ccccc2)CC1,4%,-3%,-5%,14%,4%,-41%,-6%,-1%,0%,1%,-3%
CS(=O)(=O)N1CCN(C(=O)COc2ccccc2)CC1,-7%,2%,2%,4%,-2%,-7%,18%,-1%,5%,-2%,-4%
COc1cc(OC)c(NS(=O)(=O)c2cc(C(=O)OCC(=O)NCC3CCCO3)ccc2OC)cc1Cl (configuration not stated),1%,0%,5%,19%,2%,23%,-11%,-2%,6%,-8%,-2%
COc1cc2c(=O)n(CCC(=O)NCC3CCCO3)c(=O)n(CC(=O)Nc3ccccc3C)c2cc1OC (configuration not stated),-9%,2%,7%,-1%,0%,0%,-6%,1%,-3%,-1%&2%,-3%
COc1ccccc1C(c1nnnn1Cc1ccccc1)N1CCC(C(N)=O)CC1 (configuration not stated),-3%,0%,29%,-7%,-3%,-33%,?,-2%,2%,1%,-2%
CCN(Cc1cc(=O)n2ccsc2n1)Cc1nc2ccccc2c(=O)[nH]1,2%,-1%,6%,2.2µM*,-3%,-8%,-2%,-1%,10µM*,-2%,-5%
O=C(NC1CCCCC1)C1CC(=O)N(Cc2ccccc2)C1 (configuration not stated),-2%,-2%,-10%,0%,-7%,-1%,-4%,3%,2%,0%,2%
COc1ccc(S(=O)(=O)N2CCN(c3ccccn3)CC2)cc1[N+](=O)[O-],-3%,-4%,-3%,14%,6%,-23%,?,0%,0%,1%,1%
N=C1C(c2nc(-c3cccc([N+](=O)[O-])c3)cs2)=C(O)CN1NC(=O)c1ccco1,-1%,0%,-2%,-14%,1%,-21%,4%,3%,-10%,4%,-1%
CCOC(=O)c1ccc(Oc2nc(OC)cc(OC)n2)cc1,1%,0%,1%,27%,0%,-14%,?,11%,-5%,-14%,1%
CCOC(=O)C1(C)NC(c2ccc(N(C)C)cc2)C2C(=O)N(c3ccc(OC)cc3)C(=O)C21 (configuration not stated),5%,-3%,2%,16%,-3%,2%,3%,3%,-3%,-1%,-1%

Single records, from the list above. Order of values: Rab9 promoter act | ELG1 genotox | MLL CXXC-DNA inh | RORgamma inh | p53 reactivation | BRCA1 expr up | MBNL1-CUG inh | uPA surface inh | VP16 counter | FLuc counter | NPC1 prom act
Record of Cc1ccc(NS(=O)(=O)c2ccc(C)c(NC(=O)COc3ccccc3)c2)c(C)c1 : -4% | -5% | 7% | 16% | 7% | -33% | ? | 10% | -2% | -10% | -4%
Record of O=C(C1CCN(Cc2ccccc2O)CC1)N1CCN(Cc2ccc3c(c2)OCO3)CC1 : 8% | -9% | -4% | 2% | ? | -36% | -2% | -12% | -7% | 0% | -8%
Record of COc1ccccc1C(c1nnnn1Cc1ccccc1)N1CCC(C(N)=O)CC1 (configuration not stated) : -3% | 0% | 29% | -7% | -3% | -33% | ? | -2% | 2% | 1% | -2%
Record of COc1cc(OC)c(NS(=O)(=O)c2cc(C(=O)OCC(=O)NCC3CCCO3)ccc2OC)cc1Cl (configuration not stated) : 1% | 0% | 5% | 19% | 2% | 23% | -11% | -2% | 6% | -8% | -2%
Record of CCCOc1ccc(C(=O)NC(=S)Nc2nc3ccccc3s2)cc1 : 30% | 0% | 3% | 0.79µM* | 7% | -16% | -7% | 3% | ? | -15% | ?

Next part.
SMILES,Rab9 promoter act,ELG1 genotox,MLL CXXC-DNA inh,RORgamma inh,p53 reactivation,BRCA1 expr up,MBNL1-CUG inh,uPA surface inh,VP16 counter,FLuc counter,NPC1 prom act
COC(=O)c1cc(Br)c(=O)n(CCc2ccc(O)cc2)c1,0%,2%,-2%,-12%,-5%,31%,-8%,-5%,-1%,-1%,-1%
Cc1c(C)c2ccc(OCC(=O)Nc3ccc(S(N)(=O)=O)cc3)c(C)c2oc1=O,0%,-2%[9.26 µM],-13%,-7%,5%,6%,27%,8%,-6%,-6%,-2%
COc1ccc(C(=O)N2CCN(C(C)=O)CC2)cc1S(=O)(=O)N1CCOCC1,0%,1%,-3%,-14%,0%,5%,4%,2%,4%,-3%,-1%
CCOC(=O)C1(CCOC)CCN(Cc2cc3ccccc3s2)CC1,0%,-9%,-1%,-13%,nt,-12%,-6%,1%,1%,-3%,2%
C/C(CC(C)C)=N\NS(=O)(=O)c1ccc(C)c([N+](=O)[O-])c1,6%,-4%,-2%,34%,1%,0%,4%,-4%,-1%,-2%,1%
O=C(NC(=S)Nc1cccc(NC(=O)c2ccccc2)c1)c1cccc([N+](=O)[O-])c1,-6%,-1%,10%,?,1%,-23%,nt,-7%,-92%,-18%,-2%
COc1ccccc1N1CCN(C(=O)CN2C(=O)c3ccccc3S2(=O)=O)CC1,16%,-4%,15%,-10%,-1%,-16%,nt,-2%,1%,5%,0%
COc1ccc(-c2cc(C(F)(F)F)n3nc(C(=O)NCCN4CCOCC4)cc3n2)cc1,-4%,-2%,7%,-16%,-1%,-24%,?,2%,2%,-3%,-6%
COC(=O)C1CCN(C(=O)COC(=O)Cn2cnnn2)CC1,18%,0%,-1%,-38%,-5%,19%,-12%,4%,0%,-2%,2%
CCC(=O)N(c1nnc(SCC(=O)Nc2ccccc2Cl)s1)C1CC1,-2%,0%,nt,nt,1%,-4%,nt,-25%,nt,1%,-7%
